Screening results from PubChem BioAssay.
RAD54 branch: RAD54 (human) branch migration inhibition; Q92698; RAD54 Holliday junction branch migration, FAM/BHQ fluorescence; inhibition, % at 10.4 µM; hit rate 0.14% among 360,000; AID 602329;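 active = mean normalized replicate activity at least 40 and at least half of replicates scoring 40 or more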;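 also: 0% = median of neutral control wells and 100% = median of positive control wells; inhibitors cause a drop in the FAM fluorescence signal; in these data hits start at about 50%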
esBAF inh: inhibitors of esBAF chromatin remodeling in mouse ES cells | Bmi1-luciferase knock-in reporter, 24 h; 100% = twice the neutral-well signal | reporter increase, % at 12.5 µM | hit rate 2% among 350,000; in the data active = activation above about 40%;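 also: 0% = median of the plate's neutral control wells and 100% = double that signal; a rise in the Bmi1 reporter signal indicates esBAF inhibition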
RAD52 inh: RAD52 (human) annealing inhibition; hit rate 0.46% among 360,000; inhibition, % at 18.7 µM; AID 651710; recombinant RAD52 DNA annealing, FRET fluorescence;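 active = every replicate showing at least 50% inhibition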
ERp5 inh: inhibitors of human ERp5 | ERp5 insulin aggregation, absorbance 650 nm, 90 min | inhibition, % at 9.99 µM | hit rate 0.05% among 350,000;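 active = mean replicate inhibition above about 25%, with every replicate also reaching it, limit read from the data, passing the limit was not always enough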
Target sequence (Q15084 whole entry, looked up): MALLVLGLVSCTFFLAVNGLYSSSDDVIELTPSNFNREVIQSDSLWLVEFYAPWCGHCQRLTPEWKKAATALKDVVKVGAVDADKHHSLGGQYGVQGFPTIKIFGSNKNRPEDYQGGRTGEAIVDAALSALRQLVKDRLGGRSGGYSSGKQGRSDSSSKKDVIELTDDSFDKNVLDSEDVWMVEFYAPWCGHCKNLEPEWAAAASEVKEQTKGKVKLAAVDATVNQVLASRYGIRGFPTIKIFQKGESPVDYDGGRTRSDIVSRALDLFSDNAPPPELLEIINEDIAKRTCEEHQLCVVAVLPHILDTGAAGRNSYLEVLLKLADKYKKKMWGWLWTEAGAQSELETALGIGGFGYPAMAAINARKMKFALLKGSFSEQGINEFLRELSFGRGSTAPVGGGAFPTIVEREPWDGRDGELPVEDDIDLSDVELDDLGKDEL
Xi reactivation: X-chromosome reactivation activator; XiGFP mouse fibroblasts, % GFP-positive cells imaging, 3 d; cells co-treated with 5-aza-dC sensitizer; scaled so ellipticine positive control = 100%; activation, % at 7.58 µM; hit rate 0.055% among 360,000; AID 743238;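 active = mean normalized replicate activation at least 10% and every replicate at or above 10%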;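 also: 0% = median of on-plate neutral control wells and 100% = ellipticine 6 µM median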
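System: SV40-immortalized XiGFP fibroblast cells, line 68-5-11 / Incubation: 3-day compound exposure, then 15 min fixation at room temperature / Compound: single concentration per compound, delivered by pin transfer / Buffer or medium: DMEM plus 5-aza-dC sensitizer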
E-sel inducer: E-selectin induction on HUVECs; P16581; HUVEC E-selectin immunofluorescence imaging; normalized: neutral wells 0, TNF-alpha wells 100; activation, % at 7.58 µM; hit rate 0.37% among 260,000;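 active = mean E-selectin-positive cell signal at least 10% of the positive control, reached in at least 60% of replicates, without over 20% cell loss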;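 also: in these data hits start at about 27%; measured in HUVEC primary endothelial cells; signal is the percent of cells scored E-selectin positive by PE staining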
Target sequence (P16581 whole entry, looked up): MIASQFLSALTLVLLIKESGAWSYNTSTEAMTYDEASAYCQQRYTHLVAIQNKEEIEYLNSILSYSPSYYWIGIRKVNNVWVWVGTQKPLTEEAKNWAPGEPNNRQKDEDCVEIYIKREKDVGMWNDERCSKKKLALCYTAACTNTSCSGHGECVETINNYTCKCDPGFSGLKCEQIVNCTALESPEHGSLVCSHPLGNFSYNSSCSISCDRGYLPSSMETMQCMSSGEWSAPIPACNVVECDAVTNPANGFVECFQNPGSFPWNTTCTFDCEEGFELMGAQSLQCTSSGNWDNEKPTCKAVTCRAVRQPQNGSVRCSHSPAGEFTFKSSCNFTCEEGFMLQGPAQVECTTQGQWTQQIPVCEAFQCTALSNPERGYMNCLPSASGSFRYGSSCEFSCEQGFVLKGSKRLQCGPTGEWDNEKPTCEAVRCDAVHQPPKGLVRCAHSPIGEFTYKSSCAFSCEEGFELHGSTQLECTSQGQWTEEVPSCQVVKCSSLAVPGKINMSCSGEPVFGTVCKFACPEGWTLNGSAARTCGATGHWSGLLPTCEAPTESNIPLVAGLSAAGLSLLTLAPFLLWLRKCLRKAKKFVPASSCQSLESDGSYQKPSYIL
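Material: HUVEC primary endothelial cells; Amount: 3,000 cells per well; Dosing: single concentration; Medium: EGM-2 growth medium on 0.1% gelatin-coated wells; Read-out basis: percent E-selectin-positive cells; Signal: immunofluorescence imaging; Control set: TNF-alpha, DMSO.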
ERAP1 HTS inh: inhibitors of human ERAP1 aminopeptidase. recombinant ERAP1, Leu-AMC fluorescence, 60 min. inhibition, % at 10.7 µM. Q9NZ08. hit rate 0.15% among 340,000;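 active = mean replicate inhibition of at least 30%, or all replicates individually reaching that 30% level; inactive = mean below 30% and not every replicate reaching it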;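 also: 0% = neutral control wells and 100% = L-leucinethiol positive control wells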
S100A4 MyoIIA: inhibitors of human S100A4 binding to myosin IIA peptide; P26447; S100A4/TAMRA-MyoIIA peptide fluorescence polarization; inhibition, % at 10.7 µM; hit rate 0.14% among 360,000;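 active = mean inhibition of at least 70% across replicates, with every replicate also reaching that level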
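Compound dosing: one dose per compound; test system: human S100A4 monomer with TAMRA-labelled myosin IIA peptide; probe or stimulus: TAMRA-labelled myosin IIA heavy-chain peptide probe, 5 nM; medium: HEPES buffer with Ca2+, pH 7.2; schedule: 5 min incubation before reading; benchmarks: neutral control DMSO, positive control TFP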
Numbers without * were called inactive; . = no result given. Compounds as they come. About 2.5% of those tested had a hit in this group.

SMILES	RAD54 branch	esBAF inh	RAD52 inh	ERp5 inh	Xi reactivation	E-sel inducer	ERAP1 HTS inh	S100A4 MyoIIA
CC(C)NC(=O)Nc1ccc2c(c1)CC(=O)N([C@H](C)CO)C[C@H](C)[C@@H](CN(C)C(=O)NC(C)C)O2	-4	1	-5	5	0.0	-0.3	0	-31
CC1Cc2ccccc2N1C(=O)CSc1nc(-c2ccccc2)cs1 (configuration not stated)	.	.	-12	4	0.1	.	-2	-4
CO[C@H]1CN(C)C(=O)c2cc(NC(=O)C3CCOCC3)ccc2OC[C@@H](C)N(CC2CC2)C[C@H]1C	5	-2	4	-2	0.2	0.0	.	-5
CC(C)Oc1ccc(Br)cc1C(=O)N/N=C/c1c[nH]c2ccccc12	-33	7	-12	-1	0.1	.	3	-5
O=C(Nc1ccc(Cl)c(S(=O)(=O)N2CCCCC2)c1)C1=COCCO1	0	3	-21	-5	0.0	4.4	1	-1
O=C(COC(=O)c1cccc(S(=O)(=O)NCc2ccccc2)c1)c1ccc2c(c1)OCCO2	.	.	-22	-1	0.0	15	6	-5
N#CCC(=O)N/N=C/c1cn(Cc2cccc3ccccc23)c2ccccc12	5	-10	-4	1	1.0	0.6	3	2
C=CCn1c(-c2c(C)nc3cc(C)ccn23)n[nH]c1=S	1	.	-21	-2	0.0	.	4	3
CC1OC(C2CCCCC2)Cc2[nH]c(=S)[nH]c(=O)c21 (configuration not stated)	.	.	-10	0	0.1	-0.1	.	-2
CCCCNS(=O)(=O)C1CCS(=O)(=O)C1 (configuration not stated)	6	3	-7	-6	.	.	0	1
COc1cccc(NC(=O)CCc2nnc3ccc(N4CCC(C)CC4)nn23)c1	3	7	-6	-6	0.3	1.8	-5	1
N#C/C(=C/c1ccc(N2CCOCC2)o1)C(=O)N1CCOCC1	.	.	-276	-3	0.7	6.7	10	7
CCOC(=O)C1(CC2CCCCO2)CCN(C2CCSCC2)CC1 (configuration not stated)	-6	-9	-12	-1	0.6	.	1	5
O=C(Nc1ccc(F)cc1)N1CCCCN2[C@@H](CO)[C@H](c3ccc(C#Cc4ccccn4)cc3)[C@@H]2C1	6	.	-15	-2	0.1	-0.2	5	-10
O=C(N[C@@H]1CC[C@H](CC(=O)N2CCc3ccccc3C2)O[C@H]1CO)C1CC1	-19	2	-2	-5	-0.2	-0.2	0	-6
Cc1ccc2c(CC(=O)Nc3cccc(S(=O)(=O)N4CCOCC4)c3)coc2c1	-5	-1	-27	-3	0.3	0.1	5	2
COCCN(Cc1ccccc1)C(=O)c1ccc(C(=O)c2ccccc2)cc1	15	1	-13	-1	0.0	0.2	-1	-1
O=C(NCCCc1ccc(F)cc1)C1CCC(=O)N(CCN2CCOCC2)C1 (configuration not stated)	-4	-1	-3	6	0.4	.	0	3
Cc1cc(C(O)c2ncc(-c3cccc4ccccc34)[nH]2)ccc1F (configuration not stated)	-2	-2	-15	2	0.0	0.0	-2	-2
O=C(NCc1ccccn1)c1[nH]c(C(F)(F)F)nc1-c1ccccc1	2	1	-1	2	0.0	-1.2	.	4
Cc1ccc(NC(=S)NC(=O)c2cccs2)cc1F	9	81*	-15	-2	0.2	0.0	-3	13
O=C(NC(=S)NC(c1ccccc1)c1ccncc1)c1ccccc1 (configuration not stated)	2	2	-20	-3	0.3	0.0	-2	2
Cc1ccc(CNC(=O)CCCn2nc(C)n3ccnc3c2=O)cc1	-9	2	-17	0	0.4	-1.0	3	1
CO[C@@H]1CN(C)C(=O)c2ccc(NC(=O)C3CCCCC3)cc2OC[C@@H](C)N(Cc2nccs2)C[C@@H]1C	-16	4	1	-1	0.1	0.1	2	-7
O=C(CCN1C(=O)C2CCCCC2C1=O)Nc1nc2ccc(F)cc2s1 (configuration not stated)	0	-32	-1	7	-0.1	.	2	-10
CCc1nc2ccc(C(=O)Nc3cc(-c4ccccc4)ccc3OC)cn2c1N(C)C(=O)c1cccc(OC)c1	8	12	-27	5	-0.1	-0.2	0	1
Cc1ccc(S(=O)(=O)N(CCC(=O)NCc2ccccc2F)c2ccccc2)cc1	7	0	-9	1	0.3	1.2	-4	1
Cc1ccc(-c2cnc3c(c2)C(=O)N([C@H](C)CO)C[C@@H](C)[C@@H](CN(C)C(=O)c2cccnc2)O3)cc1	11	-1	-17	-3	0.0	0.0	3	-2
COc1ccc(CN(C)C[C@H]2Oc3ccc(NC(=O)Cc4ccccc4)cc3CC(=O)N([C@H](C)CO)C[C@@H]2C)cc1	.	.	7	0	-0.9	1.2	0	0
COc1ccccc1N(CC(=O)NCc1ccccc1C)S(=O)(=O)c1ccc(C)cc1	6	1	-14	-1	0.1	0.0	1	6
C[C@@H]1CN([C@H](C)CO)C(=O)Cc2cc(NC(=O)Nc3ccccc3)ccc2O[C@@H]1CN(C)C(=O)Nc1cccc2ccccc12	0	3	-9	-3	-0.7	8.9	-3	-3
CC1(Oc2cccc(Cl)c2)CCN(Cc2ccc(OC(F)(F)F)cc2)C1 (configuration not stated)	-2	-2	-15	-1	0.3	-0.1	1	-4
COc1ccccc1C#Cc1ccc([C@H]2[C@H](CO)N3CCCCN(S(C)(=O)=O)C[C@@H]23)cc1	5	1	-38	3	0.1	-0.2	3	-43
COc1ccc([N+](=O)[O-])cc1Nc1ncnc2ccccc12	0	-7	-6	4	0.0	2.8	10	7
CC(=O)NC(NC(=S)Nc1cccc(Br)c1)C(Cl)(Cl)Cl (configuration not stated)	-5	1	-10	-5	0.0	4.6	-3	7
CC(=O)c1cccc(NC(=O)N2CCOCC2)c1	-2	-3	-15	3	0.5	-1.6	-2	0
O=C(COC(=O)/C=C/c1cccc(F)c1)NC1CCCC1	-5	6	-11	-5	0.0	-0.3	-1	-5
Cc1ccccc1C(=O)NCC(=O)OCCCOC(=O)CNC(=O)c1ccccc1C	.	1	-15	3	0.2	0.2	-1	0
O=C1CCC(C(=O)NCc2ccccc2)N1 (configuration not stated)	-2	-8	-17	-1	0.0	-0.7	-2	0
CCCOc1ccc(CNC(=S)Nc2ccccc2)cc1Cl	2	-2	-10	2	0.4	0.2	1	-9
C[C@@H]1CN([C@H](C)CO)S(=O)(=O)c2ccc(-c3cccnc3)cc2O[C@H]1CN(C)C(=O)CC1CC1	14	4	12	4	-1.1	-0.2	-5	2
NC(=O)C1=C[C@@H](c2ccccc2)C[C@@H](OCc2ccc(CO)cc2)O1	2	3	-27	3	0.0	-0.1	-1	-9
O=C(NC1CC(=O)c2sccc21)c1cccc(C(F)(F)F)c1 (configuration not stated)	-3	-4	-9	1	0.1	0.2	-2	-3
O=C(COC(=O)[C@@H]1CCCN1C(=O)c1cccs1)Nc1cccc([N+](=O)[O-])c1	9	3	7	0	0.1	0.4	6	-3
CCCCn1c(N)c(N(CCOC)C(=O)CSc2ccc([N+](=O)[O-])cc2)c(=O)[nH]c1=O	1	-4	-17	0	0.0	1.0	3	-2
Cc1ccc(S(=O)(=O)N2CCCCC2)cc1C(=O)Nc1ccccn1	4	-3	-10	3	-0.2	0.3	2	-4
CCN1C(=O)C(CC(=O)Nc2ccc(OC)cc2)N(Cc2ccc(OC)c(OC)c2)C1=S (configuration not stated)	-4	4	4	1	1.3	0.1	.	20
COc1ccccc1NS(=O)(=O)c1cc(C(=O)NCC(c2cccs2)N2CCOCC2)ccc1C (configuration not stated)	-5	0	-4	3	-0.1	.	-4	2
C[C@H]1CN([C@@H](C)CO)S(=O)(=O)c2ccc(/C=C/c3ccccc3)cc2O[C@@H]1CN(C)C	-5	-9	31	-9	0.1	0.9	-2	-1
O=C(Nc1ccccc1)c1cc(C2CCCN(C(=O)CCc3ccccc3)C2)on1 (configuration not stated)	-4	64*	1	3	-0.1	0.1	0	2
C[C@@H]1CN([C@H](C)CO)C(=O)c2cccc(NC(=O)C3CC3)c2O[C@H]1CN(C)Cc1ccncc1	4	0	13	-4	0.3	-0.2	-4	8
COc1ccc(CCNC(=O)CCc2nnc(Cc3ccc4c(c3)OCO4)o2)cc1	6	-1	-14	-3	0.1	-1.4	-3	0
Cc1noc(C)c1C(=O)N(C)CC(=O)Nc1ccc(F)c(F)c1F	-7	-3	-12	-3	-0.2	-0.5	-1	-14
C[C@@H]1CN([C@@H](C)CO)C(=O)c2cc(-c3cccc(F)c3)cnc2O[C@H]1CN(C)C(=O)C1CCCCC1	-7	4	6	16	-0.1	-0.2	5	68
COc1ccc(Cc2nnc(NC(=O)c3ccccc3F)s2)cc1OC	0	13	-7	4	0.0	.	1	2
COCCN(C(=O)C1CCC1)c1c(N)n(CC(C)C)c(=O)[nH]c1=O	1	-6	0	0	0.2	2.3	-1	-1
Cc1ccc(N(Cc2cc3ccc(C)cc3[nH]c2=O)C(=O)c2ccco2)c(C)c1	-9	3	2	-3	-0.1	-0.1	.	3
CC1Cc2[nH][nH]c(=O)c2C(C2CC2)O1 (configuration not stated)	.	.	-2	1	0.0	0.0	-2	-2
O=C(CSc1nnc2ccccn12)N1CCOCC1	.	.	-16	7	.	.	-1	-4
Cc1ccc(CNS(=O)(=O)c2c(C(=O)N3CCCCC3)c(C)n(C)c2C)o1	9	5	-9	2	0.2	.	-6	2

A second format for some results above.
Screens in order: RAD54 branch	esBAF inh	RAD52 inh	ERp5 inh	Xi reactivation	E-sel inducer	ERAP1 HTS inh	S100A4 MyoIIA
Cc1noc(C)c1C(=O)N(C)CC(=O)Nc1ccc(F)c(F)c1F
    -7	-3	-12	-3	-0.2	-0.5	-1	-14
C[C@@H]1CN([C@@H](C)CO)C(=O)c2cc(-c3cccc(F)c3)cnc2O[C@H]1CN(C)C(=O)C1CCCCC1
    -7	4	6	16	-0.1	-0.2	5	68
COc1ccc(Cc2nnc(NC(=O)c3ccccc3F)s2)cc1OC
    0	13	-7	4	0.0	.	1	2
COCCN(C(=O)C1CCC1)c1c(N)n(CC(C)C)c(=O)[nH]c1=O
    1	-6	0	0	0.2	2.3	-1	-1
Cc1ccc(N(Cc2cc3ccc(C)cc3[nH]c2=O)C(=O)c2ccco2)c(C)c1
    -9	3	2	-3	-0.1	-0.1	.	3
CC1Cc2[nH][nH]c(=O)c2C(C2CC2)O1 (configuration not stated)
    .	.	-2	1	0.0	0.0	-2	-2
O=C(CSc1nnc2ccccn12)N1CCOCC1
    .	.	-16	7	.	.	-1	-4

Remaining list, next part
SMILES	RAD54 branch	esBAF inh	RAD52 inh	ERp5 inh	Xi reactivation	E-sel inducer	ERAP1 HTS inh	S100A4 MyoIIA
CCOc1ccccc1CNCc1ccc(C(=O)O)cc1	.	.	-9	1	0.1	.	-67	5
C[C@H]1CN([C@@H](C)CO)C(=O)c2cc(NS(=O)(=O)c3cccs3)ccc2O[C@H]1CN(C)Cc1ccc(Oc2ccccc2)cc1	4	-4	29	1	0.1	-0.6	1	-5
Fc1ccc(-n2cc(CNCCc3cccnc3)c(-c3ccccc3Cl)n2)cc1	.	.	-83	-8	0.3	-3.7	-6	-18
CCOC(=O)c1ccc(S(=O)(=O)N2CCN(C3CC(=O)N(c4ccc(OC)cc4)C3=O)CC2)cc1 (configuration not stated)	-10	-6	-15	1	0.1	3.2	-1	0
CC(C)NC(=O)C12CC3CC(C1)CC(C(=O)NC(C)C)(C3)C2	5	8	-11	2	0.2	.	1	-8
